# Screening data from PubChem.
# M1 PAM parental: nonselective activator or artifact in parental CHO-K1 calcium assay | ATP EC20, Fluo-8 calcium fluorescence; 0% at ATP EC20, 100% at ATP max | activation, % at 3 µM | 360,000 tested, 0.02% active;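 active means activation above the run cutoff, the mean activation of all test compounds plus 3 SD, cut at about 40% in these data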;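 further: peak over basal fluorescence ratio in a 140 s read after ATP addition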
# TAAR1 agonist: agonists of human TAAR1; Q96RJ0; CHO RD-HGA16 TAAR1, Fluo-8 calcium fluorescence; vehicle wells 0%, saturating PEA agonist 100%; activation, % at 3 µM; 360,000 tested, 0.99% active;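 active means activation above the mean activation of all test compounds in the run plus 3 SD, cut at about 38% in these data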
#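 Test system: RD-HGA16 (CHO) cells co-expressing Gα16 and hTAAR1 | Doses: Single dose, 3 µM | Schedule: 17-24 h seeding, 75 min 37 °C dye, 30 min RT | Evaluation: % activation from peak over basal fluorescence ratio, DMSO-to-PEA scaled | Technique: Kinetic Fluo-8 calcium fluorescence | Benchmarks: Low control DMSO, high control PEA (EC100)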
# TAAR1 antagonist: antagonists of human TAAR1 | 360,000 tested, 1.5% active | inhibition, % at 3 µM | CHO RD-HGA16 TAAR1, Fluo-8 calcium fluorescence, antagonist | Q96RJ0;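 active means inhibition above a per-plate cutoff, the mean inhibition of test compounds on that plate plus 3 SD, cut at about 49% in these data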;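 further: 0% = DMSO plus EC80 beta-PEA response and 100% = DMSO alone without agonist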
#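 Material: CHO RD-HGA16 cells bearing hTAAR1; compound dosing: one-point dosing, 3 µM nominal final; schedule: dye loading 75 min at 37 °C, then 30 min room temperature; measured by: calcium fluorescence with Fluo-8; control set: vehicle and agonist controls; replication: n of 1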
# M1 ag: agonists of human M1 muscarinic receptor | 360,000 tested, 0.33% active | CHO-K1 hM1, Fluo-8 calcium fluorescence, agonist mode; 0% DMSO, 100% acetylcholine EC100 | AID 588814 | P11229 | activation, % at 3 µM;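 active means activation above the run's mean compound activation plus 3 SD, cut at about 16% in these data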;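 further: peak over basal fluorescence ratio within a 140 s kinetic read after compound addition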
# Target sequence (P11229 whole entry, looked up): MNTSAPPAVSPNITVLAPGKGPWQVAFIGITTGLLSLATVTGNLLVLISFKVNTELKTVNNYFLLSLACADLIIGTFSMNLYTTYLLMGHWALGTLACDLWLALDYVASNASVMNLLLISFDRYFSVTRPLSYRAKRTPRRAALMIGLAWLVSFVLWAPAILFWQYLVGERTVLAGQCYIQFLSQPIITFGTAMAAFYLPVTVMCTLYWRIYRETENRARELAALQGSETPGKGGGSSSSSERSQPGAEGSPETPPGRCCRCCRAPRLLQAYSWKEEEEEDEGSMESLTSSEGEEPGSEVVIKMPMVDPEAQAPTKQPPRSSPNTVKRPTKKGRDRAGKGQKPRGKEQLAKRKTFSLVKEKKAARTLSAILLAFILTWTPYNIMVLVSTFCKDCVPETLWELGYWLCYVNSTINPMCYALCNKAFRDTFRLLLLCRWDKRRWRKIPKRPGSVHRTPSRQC
# V1R ag counter: V1a receptor agonism, counter-screen for OXTR agonists | P37288 | 320,000 tested, 0.25% active | activation, % at 3 µM | AID 2797 | CHO-V1R cells, Fluo-8 calcium fluorescence, agonist mode; 0% DMSO, 100% 3 nM vasopressin;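 active means activation above the mean activation of all tested compounds plus 3 SD, per screening run, cut at about 20% in these data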;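 further: signal is peak over basal fluorescence ratio across a 100 second FLIPR read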
# CHO parental Ca: signal in parental CHO cells, OX1R antagonist counter-screen; AID 463079; parental CHO-K1, ATP-induced calcium, Fluo-8 fluorescence; 330,000 tested, 0.63% active; inhibition, % at 5.6 µM;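 active means inhibition above that plate's mean sample inhibition plus 3 SD, cut at about 26% in these data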;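 further: 0% = ATP-challenged DMSO wells and 100% = DMSO wells without ATP; some compounds past the cut are filed as inactive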
#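 Assay system: parental CHO cells; Read-out basis: percent inhibition of ATP-evoked calcium rise, normalized to controls; Benchmarks: ATP and no-ATP DMSO wells; Compound dosing: single nominal dose of 5.6 µM per compound; Signal: Fluo-8 calcium dye fluorescence; Also added: ATP as calcium-mobilizing challenge; Repeats: singlicate.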
# OXTR potentiate: potentiates the human oxytocin receptor response | CHO-OTR cells, Fluo-8 calcium fluorescence, potentiator mode; 0% = oxytocin EC15, 100% = EC100 | activation, % at 3 µM | 320,000 tested, 0.061% active | AID 2445;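 active means activation above that plate's cutoff, the mean activation of tested compounds plus 3 SD, cut at about 6.6% in these data, passing the limit was not always enough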;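 further: 100% uses oxytocin at 75 nM as the full agonist control; some results filed as inactive read as strong as hits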
# Target sequence (P30559 whole entry, looked up): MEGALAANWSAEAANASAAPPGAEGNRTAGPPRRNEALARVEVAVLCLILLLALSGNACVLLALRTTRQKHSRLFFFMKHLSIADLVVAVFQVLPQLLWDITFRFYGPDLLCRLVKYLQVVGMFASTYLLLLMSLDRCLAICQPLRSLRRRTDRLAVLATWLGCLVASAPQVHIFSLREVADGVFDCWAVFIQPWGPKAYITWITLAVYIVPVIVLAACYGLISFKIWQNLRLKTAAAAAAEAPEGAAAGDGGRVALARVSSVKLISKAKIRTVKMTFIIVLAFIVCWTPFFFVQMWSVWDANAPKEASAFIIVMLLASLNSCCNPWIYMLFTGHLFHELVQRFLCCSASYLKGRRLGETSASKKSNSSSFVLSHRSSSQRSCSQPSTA
#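 System: human OTR in CHO cells / Also added: sub-maximal oxytocin, roughly EC15 / Control set: EC15 oxytocin low, 75 nM oxytocin high / Schedule: 6 min compound pre-incubation at room temperature, 100 s kinetic read / Compound: single-point 3.0 µM / Replication: singlicate / Technique: Fluo-8 calcium dye fluorescence / Read-out basis: % activation of max/min ratio relative to oxytocin controls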
# CHO-K1 Ca antag: counter-screen for M1 antagonists: effect in parental CHO-K1 cells; ATP-induced calcium, Fluo-8 fluorescence; inhibition, % at 3 µM; 360,000 tested, 0.6% active;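 active means inhibition above a per-plate cutoff, the plate's mean sample inhibition plus 3 SD, cut at about 24% in these data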;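 further: 0% = DMSO plus EC80 ATP and 100% = DMSO alone without ATP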
# M1 ag parental: M1 agonist counterscreen hit in parental CHO-K1 cells; 360,000 tested, 0.48% active; activation, % at 3 µM; Fluo-8 calcium fluorescence; scaled to maximal ATP response, vehicle zero; in the data active means activation above about 15%;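 further: untransfected CHO-K1 host cells lacking M1 receptor as counterscreen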
# The depositor's hits bear a star; . = no result given.
1) C=CCn1c(SCC(N)=O)nnc1-c1ccccc1O
2) O=[N+]([O-])c1cccc(/C=N\N=C2c3ccccc3-c3ccccc32)c1O
3) S=c1nc[nH]c2c1[nH]c1ccccc12
4) CC(=O)c1cccc(NC(=O)Cn2nc(-c3ccccc3Cl)ccc2=O)c1
5) COc1cc(Cl)c(C)cc1N1C(=O)CN(Cc2ccccc2)C1=S
6) Cc1ccc(SCC(=O)OCC(=O)N(CC(C)C)C2CCS(=O)(=O)C2)cc1C (configuration not stated)

compound no.,1,2,3,4,5,6
M1 PAM parental,7,17,2,-4,24,-8
TAAR1 agonist,0,-1,13,4,4,6
TAAR1 antagonist,-2,-8,-6,-1,1,8
M1 ag,-1,3,-3,-1,-4,-4
V1R ag counter,0.7,-0.7,0.0,6.2,-1.2,2.1
CHO parental Ca,-3,5,-9,5,-13,-3
OXTR potentiate,-5,-6,3,-4,-7,-7
CHO-K1 Ca antag,2,-5,-4,-5,-12,4
M1 ag parental,-0.1,0.4,0.3,2.7,1.6,1.2

7) CC(C)C1Nc2c(C(=O)O)cccc2C(Nc2ccccc2C(=O)O)C1(C)C (configuration not stated)
8) O=C(NC(NC(=S)Nc1ccccc1Cl)C(Cl)(Cl)Cl)c1cccc(Cl)c1 (configuration not stated)
9) CC1CCCCC1NC(=O)c1ccc2c(c1)[nH]c(=O)n2C1CCCC1 (configuration not stated)
10) O=c1c2cc3ccccc3n2cnn1Cc1ccccc1F
11) O=C(COc1ccc2c3c(c(=O)oc2c1)CCCC3)N[C@@H](Cc1ccccc1)C(=O)O
12) O=C(Nc1ccc2c(c1)OCO2)C1CC1(Cl)Cl (configuration not stated)

compound no.,7,8,9,10,11,12
M1 PAM parental,14,-1,14,17,8,-4
TAAR1 agonist,3,11,6,-1,0,8
TAAR1 antagonist,11,10,-4,-3,-2,12
M1 ag,1,5,-1,0,-1,-6
V1R ag counter,-0.5,14,-0.4,-1.0,1.5,-0.2
CHO parental Ca,-8,4,-16,-18,4,-13
OXTR potentiate,-3,-9,-7,-4,-2,-2
CHO-K1 Ca antag,15,24*,-3,-6,2,-8
M1 ag parental,-0.4,14,2.8,0.1,-0.1,0.1

13) CC1CCCC(N2CCN(C(=O)c3cccc(F)c3)CC2)C1 (configuration not stated)
14) CC(C)C[C@@H](CO)N1CCN(Cc2ccc(O)cc2)CCC1=O
15) Cc1noc(C)c1C(=O)Nc1cc(Cl)ccc1N1CCOCC1
16) CCOc1ccc(S(=O)(=O)N2CCN(C(=O)Cc3n[nH]c(=O)c4ccccc34)CC2)cc1
17) Nc1ccc(Sc2cnn(-c3ccccc3)c(=O)c2Cl)cc1
18) CCCCCCC[C@@H](C/C=C/CCC(=O)N(C)C/C(=C/Cl)C/C(=C\C(=O)N1C[C@H](O)CC1=O)OC)OC

compound no.,13,14,15,16,17,18
M1 PAM parental,19,2,-16,2,-4,13
TAAR1 agonist,13,3,0,2,3,5
TAAR1 antagonist,-15,-2,-1,-12,-10,50*
M1 ag,-10,-7,1,-7,-3,-2
V1R ag counter,0.7,1.3,1.6,.,-0.6,5.8
CHO parental Ca,-5,-8,-26,.,-3,41*
OXTR potentiate,-6,1,3,.,-14,-8
CHO-K1 Ca antag,-4,-17,-6,-16,10,3
M1 ag parental,1.1,0.8,-0.1,0.5,-0.2,2.3

19) COc1ccc(/C=C/C(=O)Nc2ccc3nc4n(c(=O)c3c2)CCCC4)cc1
20) COc1cccc(C2(C)NC(=O)N(CC(=O)Nc3ccc(N4CCOCC4)cc3)C2=O)c1 (configuration not stated)
21) CCOC(=O)c1sc(=NC(=O)c2ccc(OC)c(OC)c2)n(C)c1C
22) O=C1c2ccccc2NC(c2ccccc2O)N1c1ccc(F)cc1 (configuration not stated)
23) CCCOc1ccccc1OCC(=O)Nc1cc(Cl)ccc1-n1cncn1
24) COc1ccc(N2CCN(c3ccc([N+](=O)[O-])cc3Cl)CC2)cc1

compound no.,19,20,21,22,23,24
M1 PAM parental,15,21,16,-2,9,7
TAAR1 agonist,6,1,17,-1,7,2
TAAR1 antagonist,12,-8,4,-17,6,-8
M1 ag,-4,-2,-2,-8,-2,-4
V1R ag counter,-0.4,-0.2,-0.4,0.2,1.4,1.2
CHO parental Ca,-12,-5,-5,-8,-11,12
OXTR potentiate,-18,-2,-8,-5,-1,-4
CHO-K1 Ca antag,-16,-3,-16,1,-16,-4
M1 ag parental,0.9,0.5,0.0,0.3,5.3,-0.1

25) COc1ccc(C(=O)Nc2cc(C(F)(F)F)ccc2-n2cnc3ccccc32)cc1
26) Cc1cccc(NC(=O)CN(C)C(=O)C2CCCC2)c1C
27) Cc1cc(F)ccc1NCc1ccc([N+](=O)[O-])cc1
28) O=C(Nc1ccc(C(F)(F)F)cc1)c1ccc(NC(=O)C2CCCO2)cc1 (configuration not stated)
29) COc1ccc(/C=C/C(=O)Nc2ccc(-n3nncc3-c3ccccc3)cc2)cc1OC
30) COc1cccc(CN2CCC2(C)C(=O)Nc2cccc3cccnc23)c1OC (configuration not stated)

compound no.,25,26,27,28,29,30
M1 PAM parental,9,0,2,5,3,26
TAAR1 agonist,0,3,13,.,5,-1
TAAR1 antagonist,-2,-5,19,.,39,16
M1 ag,-10,0,-15,-3,-5,-8
V1R ag counter,-1.1,0.4,-1.5,5.0,0.5,.
CHO parental Ca,-18,-4,2,24,-15,.
OXTR potentiate,-9,-10,-9,-10,-8,.
CHO-K1 Ca antag,-6,-10,-9,-6,-8,-20
M1 ag parental,0.2,0.3,21*,6.6,2.0,0.5

31) c1ccc2c(c1)nc1n2CCN1
32) COc1ccc(C(CNC(=O)c2ccc(Cl)c(NC(=O)c3cccs3)c2)N2CCCC2)cc1 (configuration not stated)
33) O=S(=O)(c1ccccc1)C(Br)S(=O)(=O)c1ccccc1
34) Cc1ccc(N/C=C/C(=O)c2ccccc2)cc1Br
35) CN1CCC(=O)N([C@H](CC#N)c2ccccc2)CC1
36) CCC(=O)N1CC2(CC(c3cccc(NC(=O)CC(c4ccccc4)c4ccccc4)c3)=NO2)C[C@H]1C(N)=O (some centres not stated)

compound no.,31,32,33,34,35,36
M1 PAM parental,7,14,-12,9,16,-18
TAAR1 agonist,3,5,4,-2,1,4
TAAR1 antagonist,-21,13,-1,2,-2,20
M1 ag,-4,-6,0,-6,-10,-8
V1R ag counter,0.3,-0.2,.,-1.3,-0.5,0.2
CHO parental Ca,0,-26,.,-12,-3,-13
OXTR potentiate,-5,-2,.,-8,-4,-7
CHO-K1 Ca antag,-1,-12,17,-5,-12,8
M1 ag parental,0.8,2.4,-0.4,0.6,0.8,-0.2

# In the list so far, these have a CF3 group:
25) COc1ccc(C(=O)Nc2cc(C(F)(F)F)ccc2-n2cnc3ccccc32)cc1
28) O=C(Nc1ccc(C(F)(F)F)cc1)c1ccc(NC(=O)C2CCCO2)cc1 (configuration not stated)

compound no.,25,28
M1 PAM parental,9,5
TAAR1 agonist,0,.
TAAR1 antagonist,-2,.
M1 ag,-10,-3
V1R ag counter,-1.1,5.0
CHO parental Ca,-18,24
OXTR potentiate,-9,-10
CHO-K1 Ca antag,-6,-6
M1 ag parental,0.2,6.6

# More structures follow.
37) O=C1OCCN1C(=O)[C@H]1[C@H](c2ccccc2)C(c2ccc(F)cc2)=NN1c1ccc(Br)cc1
38) O=C(N/N=C/c1cccnc1)c1ccc(Cl)c(Cl)c1
39) COC(=O)c1ccc(CSc2nnc3sc4ccccc4n23)o1
40) O=C(Oc1ccc(F)c(F)c1)c1ccc2c(=O)n3c(nc2c1)CCC3
41) COc1cccc(/C=N/N2C(=O)NC3(CCCCC3)C2=O)c1O
42) Cc1ccccc1NC(=O)Cn1nnc(-c2ccc(CN3CCC(C)CC3)cc2)n1

compound no.,37,38,39,40,41,42
M1 PAM parental,11,2,9,8,19,18
TAAR1 agonist,4,4,5,12,16,3
TAAR1 antagonist,-30,-4,-12,-12,1,-11
M1 ag,3,1,-4,7,-2,-8
V1R ag counter,.,-0.6,-0.2,7.9,0.0,1.2
CHO parental Ca,-12,-7,-10,-12,-1,-15
OXTR potentiate,.,6,-5,-14,-14,-5
CHO-K1 Ca antag,-22,-15,-2,2,-8,-3
M1 ag parental,0.4,-0.1,0.3,8.9,0.4,0.6

43) CC(=O)Nc1ccc(NC(=O)C2CCCN2C(=O)NCc2ccccc2)cc1 (configuration not stated)
44) COc1ccc(-n2c(=S)[nH]c3cc(C(=O)Nc4cc(C(N)=O)ccc4OC)ccc3c2=O)c(OC)c1
45) CN(CC(=O)Nc1ccc(F)c(F)c1F)C(=O)CCCc1nc2ccccc2c(=O)[nH]1
46) CCOC(=O)/C=C1\SCC(=O)N1CC(=O)NCc1ccc(OC)c(OC)c1
47) C/C(=C\C(=S)Nc1ccccc1)Nc1ccccc1
48) CCOC(=O)[C@]12CCC=C1N(Cc1cccc3ccccc13)C(=O)[C@H](CC(=O)NCCCCc1ccccc1)C2

compound no.,43,44,45,46,47,48
M1 PAM parental,-1,-6,22,9,24,8
TAAR1 agonist,-3,12,2,1,1,14
TAAR1 antagonist,-12,3,-7,1,4,-17
M1 ag,2,-5,-5,-7,-7,.
V1R ag counter,0.0,0.1,-0.4,0.7,1.3,.
CHO parental Ca,-16,-9,-17,-14,-16,.
OXTR potentiate,0,1,-4,3,0,.
CHO-K1 Ca antag,-4,-15,-9,0,-12,-11
M1 ag parental,0.4,2.5,1.0,0.1,0.9,0.7

49) CCCCC(=O)Nc1ccc(NC(=O)CC)cc1OC
50) CCOC(=O)c1sc(NC(=O)c2ccc(S(=O)(=O)N3CCCCC3)cc2)nc1-c1ccccc1
51) CC(=O)N1CCC(N(CCN2CCOCC2)C(=O)Nc2ccc(Cl)c(Cl)c2)CC1
52) CCOCCCn1cc(C(=O)c2cc(Br)ccc2O)cc(C#N)c1=O
53) N#Cc1ccsc1NC(=O)C1CCN(C(=O)c2ccc(Cl)cc2)CC1
54) COc1cc(CN(C)c2ncnc3sccc23)ccc1OC(F)F
55) O=C(NCC1CCCO1)C1CC(=O)N(C2CCCC2)C1 (configuration not stated)

compound no.,49,50,51,52,53,54,55
M1 PAM parental,-4,-13,26,11,-15,4,6
TAAR1 agonist,0,2,1,4,4,0,2
TAAR1 antagonist,-5,-19,2,-6,-4,12,18
M1 ag,-2,-3,-1,-4,-2,-2,-2
V1R ag counter,-0.2,0.3,-0.2,4.1,1.9,4.3,0.2
CHO parental Ca,3,-12,-3,-31,-12,8,-4
OXTR potentiate,-15,-9,-11,-8,-9,-32,-3
CHO-K1 Ca antag,7,20,-12,-5,15,5,-15
M1 ag parental,0.1,-0.5,0.5,3.2,0.8,9.6,0.1
